# Source: PubChem
# NR2E3 ag-1: NR2E3 (human) agonism | GST-NR2E3/biotin-RetCOR TR-FRET, 1536-well | inhibition of corepressor binding, % at 4.78 µM | 0.12% of 320,000 active | AID 2300;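 active = percent inhibition above the cutoff of mean plus 3 SD of all tested compounds, set per screening campaign, cut at about 20% in these data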;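 also: 0% = DMSO wells and 100% = biotin wells as full block of FRET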
# Target sequence (Q9Y5X4 whole entry, looked up): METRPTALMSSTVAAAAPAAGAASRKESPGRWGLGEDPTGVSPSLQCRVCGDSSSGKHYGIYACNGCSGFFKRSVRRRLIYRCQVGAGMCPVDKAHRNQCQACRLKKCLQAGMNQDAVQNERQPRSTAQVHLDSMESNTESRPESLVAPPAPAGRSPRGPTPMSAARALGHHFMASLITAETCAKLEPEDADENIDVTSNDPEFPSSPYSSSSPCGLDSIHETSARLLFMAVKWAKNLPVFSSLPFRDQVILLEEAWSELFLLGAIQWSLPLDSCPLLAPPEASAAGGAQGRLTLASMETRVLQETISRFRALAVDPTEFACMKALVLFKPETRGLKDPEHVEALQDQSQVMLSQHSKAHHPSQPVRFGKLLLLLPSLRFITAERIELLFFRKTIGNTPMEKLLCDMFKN
#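 system = GST-tagged NR2E3 plus biotinylated RetCOR corepressor | input = 1.35 nM GST-NR2E3 | also added = 7 nM biotin-RetCOR | schedule = 5 h incubation at 4 °C | measured by = TR-FRET with europium anti-GST and streptavidin-D2, 340 nm excitation | read-out = percent loss of FRET ratio relative to control wells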
# KKLEB cytotox: reduces viability of KKLEB cystic fibrosis airway cells; KKLEB CF airway cells viability, ATPlite luminescence, overnight; hits give low values; cells stimulated with P. aeruginosa culture filtrate; AID 602141; activity change (cytotoxicity), % at 5 µM; 0.36% of 360,000 active;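 active = corrected activity change at or below -50% at 5 µM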
# NR2E3 ag-2: human photoreceptor-specific nuclear receptor agonism | Q9Y5X4 | CHO-S Gal4-NCOR/VP16-NR2E3 two-hybrid, luciferase | inhibition of corepressor binding, % at 3.98 µM | 0.35% of 360,000 active | AID 602229;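 active = inhibition above the mean of all tested compounds plus 3 SD, cut at about 70% in these data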;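 also: 0% = DMSO with NR2E3 transfected cells and 100% = cells lacking NR2E3 construct; higher means lower luciferase signal from less NR2E3 corepressor binding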
# PDI turbidity: inhibitors of human protein disulfide isomerase. P07237. PDI insulin aggregation turbidity, A650, 90 min. inhibition, % at 10 µM. 0.052% of 350,000 active. AID 588391;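 active = mean inhibition across replicates of 30% or more, whatever share of single replicates reach that level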;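 also: absorbance from insulin aggregation driven by PDI reduction with DTT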
# Target sequence (P07237 whole entry, looked up): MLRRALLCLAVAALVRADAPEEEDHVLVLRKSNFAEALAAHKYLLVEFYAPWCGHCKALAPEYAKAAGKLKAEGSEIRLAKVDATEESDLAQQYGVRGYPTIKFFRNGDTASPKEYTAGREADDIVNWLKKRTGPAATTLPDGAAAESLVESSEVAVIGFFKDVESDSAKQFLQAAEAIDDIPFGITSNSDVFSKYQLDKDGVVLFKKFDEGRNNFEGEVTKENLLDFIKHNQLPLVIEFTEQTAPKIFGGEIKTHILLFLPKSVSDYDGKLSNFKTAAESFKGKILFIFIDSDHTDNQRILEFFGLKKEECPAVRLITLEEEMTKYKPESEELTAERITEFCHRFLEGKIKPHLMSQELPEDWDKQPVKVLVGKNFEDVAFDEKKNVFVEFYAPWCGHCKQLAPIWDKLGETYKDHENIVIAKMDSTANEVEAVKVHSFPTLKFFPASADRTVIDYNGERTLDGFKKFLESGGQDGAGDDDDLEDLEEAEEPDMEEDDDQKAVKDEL
# Vif inh: blocks HIV Vif function; 0.35% of 340,000 active; inhibition, % at 7.49 µM; HEK293T cells, Vif self-association by quenched fluorescence, imaging, 24 h; in the data active = inhibition above about 50%, passing the limit was not always enough; also: some results filed as inactive read as strong as hits
# Shn3 inh set2: Schnurri-3 reporter inhibition in Clone20 osteoblasts; Clone20 osteoblast Shn3 3'UTR firefly luciferase, 24 h; inhibition, % at 12.5 µM; 0.52% of 360,000 active;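 active = mean inhibition of at least 75% with every replicate also reaching 75%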;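 also: 0% = median of neutral control wells and 100% = pilot-screen positive control compound; some compounds past the cut are filed as inactive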
# CF NFkB inh: inhibitors of cystic fibrosis induced NF-kB; AID 588850; 0.86% of 360,000 active; inhibition, % at 5 µM; KKLEB NF-kB-GFP reporter, PAF-induced, GFP fluorescence overnight;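 active = at least 50% inhibition at 5 µM, scaled per plate between neutral and stimulator controls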;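 also: PAF is a Pseudomonas aeruginosa culture filtrate used as stimulus; plate controls were PAF-stimulated DMSO wells for no effect and unstimulated DMSO wells for full effect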
# HIF-2a inh: blocks HIF-2a reporter activity; AID 624352; inhibition, % at 18.8 µM; 0.72% of 360,000 active; 786-0 RCC cells HIF-2a reporter, luciferase luminescence, overnight;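 active = inhibition of the luminescence signal of 40% or more relative to plate controls, in a single-dose primary screen at 18.75 µM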
# MITF TRPM1 inh: reduces MITF-dependent TRPM1 promoter luciferase signal; 0.83% of 330,000 active; AID 488899; inhibition, % at 12.5 µM; SK-MEL-5 TRPM1 promoter luciferase, 24 h;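 active = mean inhibition across replicates of 60% or more, whatever share of single replicates reaches that level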; also: values of inactives mirror those of a sister screen read the other way
# CaV13 ICDI inh: Disruptors of the CACNA1D IQ motif to Ca2+-dependent inactivation inhibitor domain association, primary screening, Förster resonance energy transfer in intact living …. HEK cells, CFP/YFP FRET ICDI-IQ, plate reader, 10 min; percent FRET-ratio fall versus neutral wells. inhibition, % at 12.3 µM. 0.098% of 340,000 active. AID 743397;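 active = mean replicate inhibition of at least 30% and at least 1% of replicates passing that level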;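 also: 0% = median of the neutral control wells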
# Peg3 prom inh: reduces Peg3 promoter-driven luciferase expression in HeLa | 1.7% of 360,000 active | AID 588405 | HeLa PEG-Prom luciferase reporter, luminescence, overnight | inhibition, % at 20 µM;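 active = inhibition of at least 50% at 20 µM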
# The depositor's hits bear a star; / = not tested or not shown.
# Below each SMILES: NR2E3 ag-1	KKLEB cytotox	NR2E3 ag-2	PDI turbidity	Vif inh	Shn3 inh set2	CF NFkB inh	HIF-2a inh	MITF TRPM1 inh	CaV13 ICDI inh	Peg3 prom inh
- CCOC(=O)C1=C(C)NC(=O)C(C#N)C1c1ccco1 (stereo not drawn)
  9	3	0	3	2	-14	9	22	5	-7	-3
- C=CC[C@H](CC(=O)N(CCO)Cc1ccccc1)C(=O)NCCOC(=O)[C@@H](CC=C)Cc1ccc(F)cc1
  /	13	-6	-6	14	8	-1	4	-1	-10	2
- CCOc1ccc(NC(=O)C2CC(=O)N3CCCN=C3S2)cc1 (stereo not drawn)
  -5	11	-37	2	-12	-13	-15	14	1	-4	0
- O=C(CCNC(=O)c1ccccc1Cl)NCCCSc1ccccc1
  0	-8	-9	2	7	9	2	5	/	-3	5
- CCc1nnc(NC(=O)CSc2nnc(C(C)NC(=O)c3ccccc3F)n2C)s1 (stereo not drawn)
  4	0	-24	-5	1	-12	3	16	-1	-2	11
- Cc1ccc(C(=O)C(O)C(c2ccc(C)cc2)N2CCCCC2)cc1 (stereo not drawn)
  0	-6	-17	-2	3	-23	9	-8	-27	-4	1
- CC(=O)c1ccc(NC(=O)C2CC2c2ccccc2)cc1 (stereo not drawn)
  -1	0	6	0	0	12	-13	-18	-14	-5	-9
- O=C(Nc1ccc(S(=O)(=O)N2CCCC2)cc1)c1ccc(Cl)nc1
  0	-5	0	-6	-3	9	2	-14	3	-5	-5
- CCC(=O)Nc1c(OC(=O)CC)ccc2c(C)cc(=O)oc12
  3	-8	13	/	-16	12	4	15	8	-2	-8
- CC1CCN(C(=O)C2CCN(S(=O)(=O)c3cccc4nonc34)CC2)CC1
  2	4	11	2	10	12	0	19	2	-4	8
- CC1CCCCC1NC(=O)c1ccco1 (stereo not drawn)
  /	-1	13	6	1	3	-12	-5	7	-4	0
- CC(=C/C(=O)O)/C=C/c1ccco1
  2	-3	10	-3	0	-14	-23	-6	-11	22	4
- COc1ccccc1NC(=O)c1ccccc1C(=O)O
  3	-4	-9	3	-2	13	-3	11	2	3	9
- O=C(O)CCC(=O)NNC(=O)CCC(=O)NCc1ccccc1
  5	5	2	2	/	/	-3	20	2	0	8
- COc1ccc(Cl)cc1CC1(C)C(=O)Nc2ccc(S(=O)(=O)NC3CCCCC3)cc21 (stereo not drawn)
  /	-11	6	-3	-13	21	14	25	/	-11	23
- O=C(CCC(=O)c1ccc(Cl)s1)Nc1ncccc1O
  0	5	-7	-16	3	-4	10	-25	-3	-4	-46
- COC(=O)c1ccccc1NC(=O)Cn1c(SC)c(F)cnc1=O
  1	0	-29	6	-9	-4	-8	25	-16	-5	-2
- CS(=O)(=O)N(CC(=O)NCCSCc1ccccc1)c1ccccc1Br
  -4	0	3	0	12	3	-5	8	-5	-2	16
- COc1ccc(CN(C)C(=O)c2oc3ccccc3c2CSC)cc1F
  1	-18	-2	0	-10	6	16	6	8	-4	14
- O=C(c1ccc(F)cc1)C1CCN(Cc2cn[nH]c2-c2ccccc2)CC1
  4	-10	-16	4	-3	-8	3	15	15	-5	3
- COC(=O)CN1C(=O)C(O)(CC(=O)c2cccc(Br)c2)c2ccccc21 (stereo not drawn)
  2	8	-6	-2	18	-10	-4	10	3	6	6
- Cc1ccc(-n2c(=O)c3sccc3n(CC(=O)NCC3CCCO3)c2=O)cc1F (stereo not drawn)
  3	10	-7	1	-3	-3	-6	10	5	-3	6
- Cc1c(Br)cc(C(=O)OC2CCN(C)CC2)c(C)c1C
  2	-10	0	9	-2	6	14	1	-42	/	4
- CC(OC(=O)Cn1nnc2ccccc21)C(=O)NC1CCCC1 (stereo not drawn)
  3	10	-9	1	3	2	-5	2	3	-4	3
- CN(C)Cc1nc2ccccc2c(=O)n1CC#N
  0	8	24	7	13	5	-14	12	-11	3	1
- O=C(COc1ccccc1)OCc1csc(Nc2ccccc2)n1
  0	3	-5	0	-5	1	9	-27	-21	-1	-4
- O=C(COC(=O)c1cnc(Cl)c(Cl)c1)NC1CC1
  /	-1	-35	-3	10	-29	3	-4	4	-5	15
- C[C@H]1CN([C@@H](C)CO)C(=O)Cc2cc(NC(=O)CCC(F)(F)F)ccc2O[C@H]1CN(C)Cc1ccc(-c2ccccc2)cc1
  /	-15	11	1	-7	-4	17	12	/	-4	34
- C=CCn1c(SCC(=O)NC2CCCC2)nc2scc(-c3ccco3)c2c1=O
  -1	8	-33	4	-23	5	7	7	-6	/	11
- COc1cccc(N(CC(=O)NC2CCCC2)C(=O)CCCC(=O)Nc2ccccn2)c1
  2	8	-6	3	-4	-6	7	15	1	-3	2
- Cc1noc(/C=C/N(C)C)c1S(=O)(=O)N1CCc2ccccc21
  1	-8	1	/	11	65	26	20	/	-13	16
- COc1ccc(Oc2nc3c(c(=O)n(C)c(=O)n3C)n2Cc2ccccc2)cc1
  -2	-2	-17	1	6	17	17	1	7	-6	16
- COc1cccc(-c2nc(CS(=O)(=O)CC(=O)N3CCN(c4ccccn4)CC3)c(C)o2)c1
  2	7	5	/	/	3	-19	6	5	-4	10
- CCN(Cc1ccccc1)C(=O)CS(=O)(=O)c1ccccc1
  -1	6	-9	2	-5	11	3	-8	3	4	5
- COC(=O)c1ccc(CN2CCCC(C(=O)c3cc(F)ccc3OC)C2)cc1 (stereo not drawn)
  4	-17	13	-2	3	-4	1	20	2	-6	24
- COc1ccc(C(CC(=O)N2CCCC(C)C2)c2c(OC)cc(OC)c3ccc(=O)oc23)cc1 (stereo not drawn)
  5	-4	11	2	-1	-22	-22	9	/	-4	11
- CCCCC1(C)Cc2ccccc2C(=S)N1 (stereo not drawn)
  0	5	23	-3	-3	7	15	15	-2	/	-1
- CCCCCc1ccnc(CC(=O)c2ccc(OC)cc2)c1
  /	-1	-12	-7	2	10	2	3	11	-6	17
- Cn1c(SCc2cccnc2)nc2c(c1=O)SCC2
  2	-5	24	2	-9	6	5	21	13	-2	16
- NS(=O)(=O)c1ccc(NC(=O)CCCCC(=O)Nc2ccc(S(N)(=O)=O)cc2)cc1
  3	5	6	-16	8	-6	-6	21	-11	-5	14

# Next section; the last 2 above are carried over.
# Below each SMILES: NR2E3 ag-1	KKLEB cytotox	NR2E3 ag-2	PDI turbidity	Vif inh	Shn3 inh set2	CF NFkB inh	HIF-2a inh	MITF TRPM1 inh	CaV13 ICDI inh	Peg3 prom inh
- Cn1c(SCc2cccnc2)nc2c(c1=O)SCC2
  2	-5	24	2	-9	6	5	21	13	-2	16
- NS(=O)(=O)c1ccc(NC(=O)CCCCC(=O)Nc2ccc(S(N)(=O)=O)cc2)cc1
  3	5	6	-16	8	-6	-6	21	-11	-5	14
- CC(Nc1ccccc1)C(=O)Nc1ccc(F)cc1 (stereo not drawn)
  0	-2	-7	-2	0	-5	-7	-4	5	-5	-1
- CC(=O)N1CCN(c2ccccc2NC(=O)c2ccc3ccccc3c2)CC1
  3	-3	-42	-5	-4	-41	-23	-48	10	-4	-42
- CC1CCCN(C(=O)Nc2cccc(NC(=O)N3CCCC(C)C3C)c2)C1C (stereo not drawn)
  -3	2	-3	-4	9	16	0	-3	-1	-4	-8
- CC(OC(=O)Cc1ccsc1)C(=O)Nc1ccc(C(N)=O)cc1 (stereo not drawn)
  5	5	9	13	2	2	-14	16	1	-6	5
- Cc1ccc(Cn2c(=N)n(CC(=O)c3ccccc3)c3ccccc32)cc1
  -1	-15	-2	4	-2	83	12	10	1	-20	92*
- COC(=O)c1sccc1NC(=O)c1c(F)c(F)c(F)c(F)c1F
  5	2	-30	0	2	14	-14	37	/	-2	67*
- Cc1nnc(NC(=O)/C=C/c2ccco2)s1
  0	3	-16	11	-5	-43	9	-102	-24	-4	-83
- CCC(=O)Nc1cc(ON=C(C)C)cc([N+](=O)[O-])c1
  0	-7	-14	-1	8	-4	9	17	5	-18	15
- Clc1ccc(-n2cnnn2)cc1
  2	2	3	4	6	-2	-3	22	-1	-5	-6
- COc1ccc(CN2CCN(S(=O)(=O)c3ccc(NC(C)=O)cc3)CC2)c(OC)c1OC
  1	-4	-4	-2	1	3	-10	7	-7	-4	6
- COc1ccc(S(=O)(=O)N2CCCC2C(=O)Nc2ccc(O)cc2)cc1 (stereo not drawn)
  0	7	-17	/	2	3	-14	5	6	-2	9
- CCOc1ccc(C(=O)NC2CCN(S(C)(=O)=O)CC2)cc1
  1	5	-13	-1	-4	-20	-7	-19	0	-3	-21

# Molecules above that contain fluorine, in the order listed:
# Below each SMILES: NR2E3 ag-1	KKLEB cytotox	NR2E3 ag-2	PDI turbidity	Vif inh	Shn3 inh set2	CF NFkB inh	HIF-2a inh	MITF TRPM1 inh	CaV13 ICDI inh	Peg3 prom inh
- C=CC[C@H](CC(=O)N(CCO)Cc1ccccc1)C(=O)NCCOC(=O)[C@@H](CC=C)Cc1ccc(F)cc1
  /	13	-6	-6	14	8	-1	4	-1	-10	2
- CCc1nnc(NC(=O)CSc2nnc(C(C)NC(=O)c3ccccc3F)n2C)s1 (stereo not drawn)
  4	0	-24	-5	1	-12	3	16	-1	-2	11
- COC(=O)c1ccccc1NC(=O)Cn1c(SC)c(F)cnc1=O
  1	0	-29	6	-9	-4	-8	25	-16	-5	-2
- COc1ccc(CN(C)C(=O)c2oc3ccccc3c2CSC)cc1F
  1	-18	-2	0	-10	6	16	6	8	-4	14
- O=C(c1ccc(F)cc1)C1CCN(Cc2cn[nH]c2-c2ccccc2)CC1
  4	-10	-16	4	-3	-8	3	15	15	-5	3
- Cc1ccc(-n2c(=O)c3sccc3n(CC(=O)NCC3CCCO3)c2=O)cc1F (stereo not drawn)
  3	10	-7	1	-3	-3	-6	10	5	-3	6
- C[C@H]1CN([C@@H](C)CO)C(=O)Cc2cc(NC(=O)CCC(F)(F)F)ccc2O[C@H]1CN(C)Cc1ccc(-c2ccccc2)cc1
  /	-15	11	1	-7	-4	17	12	/	-4	34
- COC(=O)c1ccc(CN2CCCC(C(=O)c3cc(F)ccc3OC)C2)cc1 (stereo not drawn)
  4	-17	13	-2	3	-4	1	20	2	-6	24
- CC(Nc1ccccc1)C(=O)Nc1ccc(F)cc1 (stereo not drawn)
  0	-2	-7	-2	0	-5	-7	-4	5	-5	-1
- COC(=O)c1sccc1NC(=O)c1c(F)c(F)c(F)c(F)c1F
  5	2	-30	0	2	14	-14	37	/	-2	67*
